BAP1 block – inhibitors of BAP1 deubiquitinase, primary screen, biochemical, Ub-AMC fluorescence, kinetic. Ubiquitin carboxyl-terminal hydrolase BAP1 (Homo sapiens), Q92560. recombinant BAP1, Ub-AMC hydrolysis fluorescence kinetic; stronger effect = lower value. activity remaining (% of control), % at 20 µM. 0.48% of 72,000 active. AID 436, 2006;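 active means activity remaining at or below 50% of control, provided the compound also passes the data quality filters; inactive means the rest, including low values that fail the filters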;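 further: 100% = DMSO wells rate and 0% = substrate alone blank rate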
Target sequence (Q92560 whole entry, looked up): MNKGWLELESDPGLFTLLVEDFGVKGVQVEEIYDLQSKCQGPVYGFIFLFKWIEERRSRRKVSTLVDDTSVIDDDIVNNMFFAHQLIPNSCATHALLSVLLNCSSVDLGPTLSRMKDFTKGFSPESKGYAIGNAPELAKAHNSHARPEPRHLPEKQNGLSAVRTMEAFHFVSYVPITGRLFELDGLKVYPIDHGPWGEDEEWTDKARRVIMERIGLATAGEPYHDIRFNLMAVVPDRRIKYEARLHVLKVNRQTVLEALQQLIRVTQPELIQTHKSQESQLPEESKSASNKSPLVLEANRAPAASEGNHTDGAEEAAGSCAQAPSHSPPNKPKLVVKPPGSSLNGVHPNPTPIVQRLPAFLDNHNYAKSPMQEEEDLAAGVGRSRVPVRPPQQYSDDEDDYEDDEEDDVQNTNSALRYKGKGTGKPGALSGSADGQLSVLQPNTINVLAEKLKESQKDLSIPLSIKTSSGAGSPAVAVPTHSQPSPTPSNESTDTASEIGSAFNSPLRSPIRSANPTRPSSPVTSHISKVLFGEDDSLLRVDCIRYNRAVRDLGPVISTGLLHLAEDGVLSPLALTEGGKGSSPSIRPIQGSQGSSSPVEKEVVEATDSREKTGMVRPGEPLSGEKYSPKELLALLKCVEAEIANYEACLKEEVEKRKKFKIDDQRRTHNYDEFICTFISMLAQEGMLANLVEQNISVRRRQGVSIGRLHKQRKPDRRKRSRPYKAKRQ
HePTP inhibitor – inhibitors of human HePTP phosphatase, primary screen, biochemical, absorbance, leukemia target | recombinant HePTP phosphatase activity, OD absorbance | inhibition, % at 20 µM | 0.64% of 110,000 active | AID 521, 2006; in the data active means inhibition above about 50%;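 further: plate controls were vehicle for no effect and reference inhibitor for full effect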
Target sequence (P35236 whole entry, looked up): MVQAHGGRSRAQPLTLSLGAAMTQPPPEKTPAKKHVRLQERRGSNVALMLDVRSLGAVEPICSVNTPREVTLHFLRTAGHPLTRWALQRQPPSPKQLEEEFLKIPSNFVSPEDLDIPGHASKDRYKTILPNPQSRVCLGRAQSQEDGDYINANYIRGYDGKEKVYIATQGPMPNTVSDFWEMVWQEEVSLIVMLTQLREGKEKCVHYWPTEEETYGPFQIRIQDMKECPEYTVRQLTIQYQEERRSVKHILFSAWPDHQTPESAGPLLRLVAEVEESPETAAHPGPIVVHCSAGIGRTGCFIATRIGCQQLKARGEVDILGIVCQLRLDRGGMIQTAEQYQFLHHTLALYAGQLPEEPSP
Starred values were filed as active, the others as inactive; · = not tested or not shown; & = joins results of further samples.

BAP1 block	HePTP inhibitor	SMILES
119.0	6.3	O=C(NC(c1ccccc1)c1ccccc1)N1CCN(CCO)CC1
87.6	2.8	Nc1ccc(S(=O)(=O)N2CCCc3ccccc32)cc1
·	-10.8	CCOc1ccc(-c2nc3cc(NC(=O)c4ccc(Br)o4)ccc3o2)cc1
102.1	5.9&-14.3	Cc1c(NC(=O)C2(C)CCCCC2)c(=O)n(-c2ccccc2)n1C
·	8.1	CCc1cc(=O)oc2cc(OCc3nn[nH]n3)ccc12
86.8	·	COc1ccc(-c2ccc(N)[n+](CCCC(=O)O)n2)cc1
·	2.9	COc1cc(C=C2C(=O)N(C)C(=O)N(C)C2=O)ccc1Oc1ccc([N+](=O)[O-])cn1
99.5	-7.4	COCCn1c(C)c(C(=O)O)sc1=S
·	5.6	c1cc(NCc2ccc3c(c2)OCO3)cc(-c2nc3ccccc3o2)c1
·	-4.4	Cc1cccc2c1N(C(=O)CN1C(=O)c3ccccc3C1=O)C(C)(C)c1ssc(=S)c1-2
52.6	5.4	COc1ccc(N2CCN(C(=O)c3cc4c(-c5ccc(Cl)cc5)nn(C)c4s3)CC2)cc1
·	-2.0	COc1ccc(NC2SC(=O)NC2=O)cc1 (configuration not stated)
98.6	-0.8	O=C(O)C1CCCN1C(=O)OCc1ccccc1 (configuration not stated)
110.1	-4.8	CCCCOc1ccc(-c2nnn(C(C)C(=O)OCC)n2)cc1 (configuration not stated)
·	8.5	CCOC(=O)C1=C(C)N(CCOC)C(=O)/C1=C\c1ccccc1[N+](=O)[O-]
89.7	8.0	Cc1ccc(-c2nc3cc(N)ccc3o2)cc1
·	2.8	O=C(Nc1ccccc1)N1CC=C(c2ccc(F)cc2)CC1
·	-8.6	CCNC(=O)N1c2ccc(C)cc2C(C)=CC1(C)C
106.8	1.7	Cc1onc(-c2ccccc2Cl)c1C(=O)N1CCN(c2ccccc2)CC1
79.2	·	O=C(Nc1nc2ccc(Br)cc2s1)c1ccc(Cl)cc1
104.0	11.3	O=C(CC(NS(=O)(=O)c1ccc(Cl)cc1)c1ccco1)NCc1ccco1 (configuration not stated)
·	5.8	O=C(NCCCN1CCCCC1)c1ccc2c(=O)n(CCc3ccccc3)c(=O)[nH]c2c1
57.7	-0.3	CCOC(=O)C1=C(C)NC(C)=C(C(=O)OCC)C1c1cc(N)ccc1OC(F)F
103.2	-1.0	COc1cc(COCC(O)CN2CCOCC2)cc(OC)c1OC (configuration not stated)
98.5	1.2	O=C1CSC(c2cn(-c3ccccc3)nc2-c2ccccc2)N1Cc1ccco1 (configuration not stated)
101.3	9.1	COc1ccc(OC)c(-c2nnc(SCC(=O)N3CCCc4ccccc43)o2)c1
92.9	6.4&-0.5	Cc1ccc(S(=O)(=O)N2CCN(C(=O)c3ccccc3)C2C(C)C)cc1 (configuration not stated)
·	5.1	CCSc1sc(CC)cc1C(=O)O
110.7	7.8	CCOCCCNC(=O)C1CCN(S(=O)(=O)N2CCCCC2)CC1
252.8	2.4	Fc1ccc2[nH]c3c(N4CCN(Cc5ccc6c(c5)OCO6)CC4)ncnc3c2c1

Some of these compounds in order of their number in HePTP inhibitor, ascending:
BAP1 block	HePTP inhibitor	SMILES
106.8	1.7	Cc1onc(-c2ccccc2Cl)c1C(=O)N1CCN(c2ccccc2)CC1
·	2.8	O=C(Nc1ccccc1)N1CC=C(c2ccc(F)cc2)CC1
110.7	7.8	CCOCCCNC(=O)C1CCN(S(=O)(=O)N2CCCCC2)CC1
89.7	8.0	Cc1ccc(-c2nc3cc(N)ccc3o2)cc1

Other results follow.
BAP1 block	HePTP inhibitor	SMILES
64.7	7.5	CC(C)Sc1nnc([C@H](C)NC(=O)OC(C)(C)C)o1
·	4.4	CCOC(=O)/C(=C1/OC(=O)c2ccccc21)c1ccc([N+](=O)[O-])cc1
104.4	2.9	CCOC(=O)c1cccc(NC(=O)CCc2nc(-c3ccccc3F)no2)c1
·	1.4&5.6	CCCc1nc(C)c(-c2ccc(OC)c(OC)c2)c(=O)[nH]1
106.6	11.7	Cn1c(=O)[nH]c(=O)c2c1ncn2CCN1CCCCC1
85.3	4.1	COC(=O)c1ccc(CN2C(=O)c3ccccc3S2(=O)=O)cc1
70.2	4.1	O=C(Nc1cccnc1)C1CC(c2ccc(Cl)c(Cl)c2)=NO1 (configuration not stated)
62.4	3.4	COc1ccc(OC)c2sc(N3CCN(c4ccccc4)CC3)nc12
·	-2.2	Cc1ccc(NC2=CC(c3ccc4c(c3)OCO4)N(c3ccc(C)cc3)C2=O)cc1 (configuration not stated)
113.5	7.3	COC(=O)CSC1=C(C#N)C(c2cccc(OC)c2)CC(=O)N1 (configuration not stated)
92.3	6.7	O=C(Nc1ccccc1)N(CCCN1CCOCC1)Cc1ccccc1F
87.3	11.4	Cc1cc(C)c2[nH]c(=O)c(C(c3nnnn3Cc3ccc4c(c3)OCO4)N3CCCCC3)cc2c1 (configuration not stated)
·	4.2	C/C(=C1/SC(=S)NC1=O)c1ccc(C)cc1
·	4.4	CCc1ccccc1NC(=O)C(=O)NCc1ccc(F)cc1
·	6.9	COc1ccc(C(N=C2NS(=O)(=O)c3cc([N+](=O)[O-])ccc32)c2ccccc2)cc1 (configuration not stated)

Profiles, quoted from the list. Order of values: BAP1 block	HePTP inhibitor
Listed for `COc1ccc(OC)c(-c2nnc(SCC(=O)N3CCCc4ccccc43)o2)c1` = 101.3	9.1
Listed for `CCNC(=O)N1c2ccc(C)cc2C(C)=CC1(C)C` = ·	-8.6
Listed for `Cc1cc(C)c2[nH]c(=O)c(C(c3nnnn3Cc3ccc4c(c3)OCO4)N3CCCCC3)cc2c1` (configuration not stated) = 87.3	11.4
Listed for `O=C(NC(c1ccccc1)c1ccccc1)N1CCN(CCO)CC1` = 119.0	6.3
Listed for `C/C(=C1/SC(=S)NC1=O)c1ccc(C)cc1` = ·	4.2

The list goes on:
BAP1 block	HePTP inhibitor	SMILES
108.7	6.5	Cc1cc(C)nc(N2CCCC(C(=O)Nc3ccc4nc(C)c(C)nc4c3)C2)n1 (configuration not stated)
·	3.1	COCCN1C(=O)/C(=C/c2cccc3ccccc23)SC1=S
60.3	2.8	Cn1c(SCc2cc(=O)n3cc(Br)ccc3n2)nnc1C1COc2ccccc2O1 (configuration not stated)
·	5.6	Cc1cc(/C=C2\C(=O)NC(=O)N(c3ccc4c(c3)OCO4)C2=O)c(C)n1-c1cccnc1
·	13.1	Cn1c(SCC(=O)Nc2ccc3c(c2)oc2ccccc23)nnc1-c1ccccc1
·	4.0	Cc1cc(Br)cc(C)c1NC(=O)C(C)C
·	-3.6	O=c1nc2cc3[nH]c4c(=O)c5ccccc5c4[nH]c3cc2n1
72.7	·	COC(=O)c1c(NC(=O)COc2ccccc2C(C)(C)C)sc2c1CCCC2
81.0	-8.7	CCCc1nc(-c2ccc(-c3ccc(F)cc3)cc2)no1
·	-6.8	CC(C)N(C(=O)c1ccc(-c2nc3ccccc3s2)cc1)C(C)C
·	5.3	CC(C)Cc1nnc(NC(=O)Nc2ccc(Cl)c(Cl)c2)s1
·	-2.9	COc1cc(OC)c(C=C2C(=O)NC(=S)NC2=O)cc1Br
101.4	-3.0	CC1CCCN(C(=O)CSc2nnc(-c3cccnc3)n2C2CCCCC2)C1 (configuration not stated)
80.7	-0.2	Cn1ncc2nnn(-c3ccccc3)c(=O)c21
101.5	0.9	CCCC1(C(=O)OCC)NC(c2ccc(N(C)C)cc2)C2C(=O)N(c3ccccc3)C(=O)C21 (configuration not stated)
88.5	9.3	COc1ccc(-n2nc3c(c2NC(=O)C2CCCC2)CS(=O)C3)cc1 (configuration not stated)
67.5	-1.2	CC(NC(=O)c1cc(-c2ccc(Br)cc2)on1)c1ccccc1 (configuration not stated)
79.5	1.0	CCCCc1nc2c(=O)[nH]c3ccccc3c2o1
91.3	4.0	CN(Cc1ccccc1)C(=O)C1CCN(Cc2ccc(F)cc2)CC1
96.2	10.7	CCOC(=O)C(C)c1nn(C)c(=O)c2ccccc12 (configuration not stated)
·	6.3	Cc1ccc(NCC(=O)N/N=C\c2cc(Br)ccc2O)cc1
·	12.9	COc1cc(C(=O)Nc2ccccc2C(N)=O)cc(OC)c1OC
·	-9.1	Cc1ccc(C(=O)Oc2ccc(/C=c3/sc4nc5ccccc5n4c3=O)cc2)cc1
·	-10.2	COc1ccc(C2C(C(=O)NCc3ccccn3)c3ccccc3C(=O)N2C)cc1OC (configuration not stated)
88.8	-1.5	c1coc(CSCc2cn3cccnc3n2)c1
·	-1.1	CCC1CCc2c(sc(NC(=O)c3c(-c4ccccc4)noc3C)c2C(N)=O)C1 (configuration not stated)
154.2	·	COc1ccc(Cl)cc1C(=O)Nc1ccc2c(c1)OCO2
88.4	-12.9	COc1ccc(C2C(C#N)=C(N)OC3=C2C(=O)CC(C)C3)c(OC)c1OC (configuration not stated)
85.2	·	Cn1cnc2c(NCc3ccccc3)nc(NCCO)nc21
108.9	-3.6	O=C(N1CCOCC1)N(Cc1ccccc1)c1ccccn1
·	-3.9	CCC(=O)Nc1ccc(NC(=O)c2ccc(Br)o2)cc1
·	7.3	COc1ccc(C2CC(C(F)(F)F)n3nc(C(=O)NCCc4ccccc4)c(Cl)c3N2)cc1OC (configuration not stated)
101.1	13.7	O=C1OCCC1Sc1ncnc2sc3c(c12)CCC3 (configuration not stated)
63.4	·	CC(C)(C)C(=O)Nc1ccc(C(=O)Nc2nccs2)cc1
·	-5.5	Cc1ccc2nc3nc(C)cc(C)c3c(N)c2c1
67.5	1.4	CC(=O)OCC(=O)[C@@]1(O)CC[C@H]2[C@@H]3CCC4=CC(=O)CC[C@]4(C)[C@H]3[C@@H](O)C[C@@]21C
69.2	12.1	CCC1CCCCN1S(=O)(=O)c1ccc(C(=O)Nc2nnc(-c3ccccc3Cl)o2)cc1 (configuration not stated)
·	-16.3	O=C(CSc1ncccn1)NN=C1CCCC1
·	-11.3	CCC(Oc1ccccc1)C(=O)Nc1sc(C)c(C)c1C(=O)OC (configuration not stated)
134.6	10.2	O=C(CCNS(=O)(=O)c1ccc(Br)cc1)NCc1ccc2c(c1)OCO2
98.5	7.0	Cc1ccc(C)c(-n2c(SCC(=O)Nc3nnc(C)s3)nnc2-c2ccoc2C)c1
104.9	-4.8	O=C1N=C(N2CCOCC2)S/C1=C1\C(=O)N(Cc2ccccc2)c2ccc(Br)cc21
97.8	-1.7	CC(=O)Nc1ccc(SCC(=O)N(CCC#N)c2ccc(C)cc2)cc1
·	-6.7	C/C(=N\NC(=O)CCc1ccccc1)c1cccc(N)c1
106.2	·	CCc1nc2ccccc2n1CC(=O)N1CCN(S(=O)(=O)c2cccc(C(F)(F)F)c2)CC1
105.9	8.9	Oc1ccc(N2CCN(c3ncnc4sc5c(c34)CCC5)CC2)cc1
·	8.8	CCCC1C(=O)CC(c2ccccc2)N(C)C1c1ccccc1 (configuration not stated)
118.5	-24.6	CSC1=NC2(CCCCC2)C2=C(CCCC2)N1
126.6	-9.1	Cc1ccc(NC(=O)NCCCN2CCOCC2)cc1
115.4	8.5	COc1cc(OC)nc(NC(=O)CN2CCN(c3ccc(F)cc3)CC2)n1
74.1	9.8	CCOC(=O)c1c(NC(=O)CSc2n[nH]c(-c3ccco3)n2)sc(C)c1C
85.3	-10.7	Cc1ccc(N2CCN(c3ccc(C)cc3)C2c2ccncc2)cc1
97.8	4.8	CCc1ccccc1S(=O)(=O)Cc1ccc(C(=O)NC(C)C)o1
·	-5.4	CCC1=NN2C(=N)/C(=C/c3ccc(OCc4ccc(F)cc4)cc3)C(=O)N=C2S1
125.8	·	CC1Cn2c(nnc2-c2cc3ccccc3cc2O)S1 (configuration not stated)
73.4	2.3	Cc1cc(O)c(-c2cc(C(=O)NCc3ccc4c(c3)OCO4)[nH]n2)cc1C
89.2	9.5	COc1ccc(C(=O)O)cc1S(=O)(=O)Nc1cccc(C)c1
104.5	-0.6	O=C(CCNC(=O)Cn1cnc2ccccc2c1=O)NCC1COc2ccccc2O1 (configuration not stated)
63.5	·	Cc1ccc(C(=O)CSc2nnc(-c3ccco3)o2)o1
·	10.0	O=C(CSc1ccccc1C(=O)NCCCN1CCCC1=O)NCc1ccco1

Remaining list, next part:
BAP1 block	HePTP inhibitor	SMILES
·	-3.6	CC1C(c2ccccc2)=[N+]([O-])C(C)(c2cccs2)N1O (configuration not stated)
89.2	4.4	CCC(=O)N(Cc1cc2ccccc2[nH]c1=O)C(C)C
·	1.9	CC1C(c2ccccc2)N(C)C(c2ccccc2)C(C)C1(O)Cc1ccccc1 (configuration not stated)
123.0	1.2	COC(=O)c1ccc(CC(=O)c2ccc(O)cc2O)o1
80.0	8.7	CCOc1ccc(OCC)c(NC(=O)CN2CCN(c3cccc(C)c3)C(C)C2)c1 (configuration not stated)
·	6.0	C=CCn1c(C)c(/C=C(/C#N)C(=O)Nc2ccc(OC)cc2)c2ccccc21
79.0	-1.0	Cc1nnc(SCC(=O)Nc2ccccc2N2CCOCC2)s1
·	9.1	O=C1CC(Sc2nc3ccccc3s2)C(=O)N1c1cc(Cl)ccc1Cl (configuration not stated)
98.9	-1.1	COC(=O)[C@H](Cc1ccccc1)NC(=O)Nc1ccc(S(N)(=O)=O)cc1
·	-4.2	CC(=O)C1=C(O)C(=O)N(CCN2CCNCC2)C1c1ccc(F)cc1 (configuration not stated)
86.5	-3.8	CC(C)NC(=O)c1cnc(N2CCN(c3ccccn3)CC2)c2ccccc12
94.2	5.3	COC(=O)c1ccsc1NC(=O)C1=COCCO1
·	11.7	Cc1cc(OCC(=O)Nc2cc(Cl)ccc2Cl)ccc1Br
88.0	5.2	COc1cc(OC)cc(N(C(=O)c2ccco2)C(C(=O)NC2CCCC2)c2ccc(N(C)C)cc2)c1 (configuration not stated)
·	9.5	O=C(Nc1ccc(-c2nc3ccccc3o2)c(O)c1)c1cc(I)ccc1Cl
·	5.3	Cc1cc(N2CCN(S(=O)(=O)c3ccc(Cl)cc3)CC2)c2ccccc2n1

From PubChem BioAssay
